Bfl-1 Bim block: disrupts Bim binding to human Bfl-1; Q16548; Bead-based flow cytometry, Bim-Bfl-1 binding inhibition; inhibition, % at 10 µM; actives 0.12% (n = 190,000); AID 1008;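 also: 0% = wells without compound plus tracer and 100% = blocker peptide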
Bim-Bcl-W: disrupts Bim peptide binding to human Bcl-W | Q92843 | bead-based flow cytometry | inhibition, % at 10 µM | actives 0.02% (n = 190,000);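 also: 0% = bound tracer without compound and 100% = peptide blocker; higher means less fluorescent Bim peptide bound to Bcl-W beads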
Target sequence (Q92843 whole entry, looked up): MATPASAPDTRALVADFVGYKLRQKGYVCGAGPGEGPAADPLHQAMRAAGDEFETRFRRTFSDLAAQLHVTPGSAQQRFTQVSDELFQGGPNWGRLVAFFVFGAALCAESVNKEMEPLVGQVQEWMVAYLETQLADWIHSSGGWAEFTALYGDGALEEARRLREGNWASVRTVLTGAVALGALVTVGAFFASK
Bim-Bcl-B: disrupts Bim peptide binding to human Bcl-B. AID 951. bead-based flow cytometry. inhibition, % at 10 µM. Q9HD36. actives 0.073% (n = 190,000);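 also: 0% = tracer peptide without compound and 100% = reference inhibitor peptide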
Target sequence (Q9HD36 whole entry, looked up): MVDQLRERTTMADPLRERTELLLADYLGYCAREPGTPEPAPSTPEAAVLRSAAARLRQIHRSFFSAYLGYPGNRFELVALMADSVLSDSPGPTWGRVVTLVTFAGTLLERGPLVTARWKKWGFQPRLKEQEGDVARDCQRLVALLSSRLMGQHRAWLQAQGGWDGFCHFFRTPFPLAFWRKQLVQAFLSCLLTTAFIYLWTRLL
Mcl1 Bid PPI: disrupts binding of human Mcl-1 to Bid peptide. actives 0.97% (n = 220,000). Q07820. TR-FRET Mcl-1/Bid-Dy647 peptide binding, 1536-well. inhibition, % at 21.7 µM;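 active = compounds that cut the binding signal by more than half at the single screening dose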;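 also: His-tagged Mcl-1 with europium anti-His antibody binding Bid BH3 peptide; 0% = Mcl-1 plus peptide wells and 100% = peptide-only wells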
RGS4-Gao reg: human RGS4-Galphao interaction regulation; P09471; Multiplexed bead flow cytometry, RGS4-Galphao binding; actives lie on both sides; binding response (% of control), % at 10 µM; actives 0.33% (n = 220,000); in the data active = binding response below about 49% or above about 150%; inactive = in between;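 also: fluorescent Galphao activated with aluminum fluoride binding bead-coupled RGS4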
Target sequence (P09471 whole entry, looked up): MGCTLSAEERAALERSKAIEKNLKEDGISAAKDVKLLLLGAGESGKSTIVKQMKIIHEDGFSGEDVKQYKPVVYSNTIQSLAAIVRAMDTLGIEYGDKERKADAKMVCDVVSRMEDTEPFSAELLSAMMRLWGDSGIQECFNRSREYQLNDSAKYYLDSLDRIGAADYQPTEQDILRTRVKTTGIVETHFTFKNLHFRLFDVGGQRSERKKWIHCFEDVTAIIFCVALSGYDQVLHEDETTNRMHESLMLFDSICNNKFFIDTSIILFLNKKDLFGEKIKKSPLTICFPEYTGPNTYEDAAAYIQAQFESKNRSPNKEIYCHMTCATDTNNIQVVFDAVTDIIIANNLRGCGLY
RGS8-Gao reg: regulators of human RGS8-Galphao interaction; actives 0.34% (n = 220,000); multiplexed bead flow cytometry, RGS8-Galphao binding; actives lie on both sides; response (percent of control binding), % at 10 µM; in the data active = response below about 60% or above about 140%; inactive = in between;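 also: Galphao activated as the GDP aluminium fluoride complex binding bead-coupled RGS8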
Mcl1-Noxa inh: Mcl-1/Noxa interaction inhibition. TR-FRET Mcl-1/Noxa peptide binding, 2 h. Q07820. actives 1.5% (n = 220,000). inhibition, % at 21.7 µM;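 active = compounds that cut the protein-peptide binding signal by more than 50% relative to plate controls in a single-dose test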;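 also: His-tagged Mcl-1 with rhodamine Noxa BH3 peptide and terbium anti-His antibody; 0% = Mcl-1 plus Noxa peptide wells and 100% = peptide-only wells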
Bcl-2 Bim block: human Bim-Bcl-2 interaction inhibition | AID 950 | inhibition, % at 10 µM | actives 0.06% (n = 190,000) | P10415 | Bead-based flow cytometry, Bim peptide-Bcl-2 binding; in the data active = inhibition above about 40%; inconclusive = no clear call, values can overlap the other calls;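 also: 0% = no compound wells with probe peptide and 100% = reference peptide inhibitor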
Target sequence (P10415 whole entry, looked up): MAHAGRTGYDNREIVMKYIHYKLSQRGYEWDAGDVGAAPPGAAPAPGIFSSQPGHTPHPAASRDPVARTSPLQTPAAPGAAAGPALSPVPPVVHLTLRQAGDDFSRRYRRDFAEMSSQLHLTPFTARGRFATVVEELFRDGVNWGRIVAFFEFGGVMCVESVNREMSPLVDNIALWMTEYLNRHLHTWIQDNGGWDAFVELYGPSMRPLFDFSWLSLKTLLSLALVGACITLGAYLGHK
Bim-Mcl-1: inhibitors of Bim-Mcl-1 interaction, human | Q07820 | Bead-based flow cytometry, Bim peptide-Mcl-1 binding | inhibition, % at 10 µM | actives 0.1% (n = 190,000) | AID 1009;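 also: 0% = no compound tracer wells and 100% = peptide blocker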
Bcl-XL Bim block: disrupts Bim peptide binding to human Bcl-XL | Q07817 | bead flow cytometry, fluorescence | inhibition, % at 10 µM | actives 0.04% (n = 190,000)
RGS7-Gao: human RGS7-Galphao interaction regulation. P09471. Multiplexed bead flow cytometry, RGS7-Galphao binding; actives lie on both sides. binding response (% of control), % at 10 µM. actives 0.35% (n = 220,000). AID 1439; in the data active = binding response below about 49% or above about 150%; inconclusive = no clear call, values can overlap the other calls; inactive = in between;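 also: fluorescent Galphao held in activated GDP-AlF4 state binding bead-coupled RGS7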
* marks the source's active call; other numbers are inactive results; ? = inconclusive; · = not tested or not shown. Rule as the data show it, unless noted: active = inhibition above about 40%.

SMILES	Bfl-1 Bim block	Bim-Bcl-W	Bim-Bcl-B	Mcl1 Bid PPI	RGS4-Gao reg	RGS8-Gao reg	Mcl1-Noxa inh	Bcl-2 Bim block	Bim-Mcl-1	Bcl-XL Bim block	RGS7-Gao
COc1ccccc1NC1SC(=O)N(c2ccccc2)C1=O (configuration not stated)	-10	-3	-8	-18	102	100	5	-9	-1	-7	105
COc1ccc(N2CC(C(=O)Nc3ccc(F)cc3F)CC2=O)cc1 (configuration not stated)	-9	5	-5	-11	104	103	-3	-3	0	2	104
O=C(CSc1nc2ccccc2s1)Nc1ccc(Cl)c(C(=O)O)c1	1	-4	-25	-31	99	97	20	3	-2	-7	?
Cc1[nH]c(=O)[nH]c(=O)c1/C=N/NC(=O)[C@@H](N)CC(C)C	·	·	·	-9	100	99	4	·	·	·	?
COC(=O)Cc1nnc(NC(=O)C(C)C)s1	-11	-1	-8	-2	111	117	26	-7	-4	-11	104
COc1ccc(C(=O)NC2CCN(C(=S)Nc3cccc(C)c3C)CC2)cc1	-6	0	-2	-75	98	102	-3	-3	0	0	99
CC1CCCN(c2nc3ccccc3nc2C(C#N)C(=O)OC2CCCCC2)C1 (configuration not stated)	-5	1	-10	-3	98	100	-5	0	15	1	98
Cc1cc(NC(=O)c2c(-c3c(F)cccc3Cl)noc2C)no1	·	·	·	-3	101	104	-5	·	·	·	?
COc1ccc(NC(=O)/C(=C/c2cccnc2)NC(=O)c2cccs2)cc1	-26	0	-2	-7	99	99	-4	-10	0	-4	102
CCOC(=O)C(c1ccccc1)C(Nc1ccc(F)cc1)c1ccccn1 (configuration not stated)	·	·	·	-27	105	102	10	·	·	·	?
O=C(CSc1ccccc1[N+](=O)[O-])NC1CCS(=O)(=O)C1 (configuration not stated)	0	0	0	2	114	127	3	1	1	2	111
COC(=O)c1cc(C(=O)OC)cc(N2C(=O)CC(N3CCN(c4ccccc4)CC3)C2=O)c1 (configuration not stated)	-12	0	-4	-41	80	92	13	-4	1	-3	97
CCCCCOC(=O)NCCOC(=O)Nc1ccc(C(=O)OCC)cc1	-12	0	-8	-2	97	101	-7	-12	-1	-5	100
O=S(=O)(NCC1CCCO1)c1cnc(Cl)c(Cl)c1 (configuration not stated)	6	2	-7	-2	101	104	1	0	-4	-1	99
O=C(CSc1ccc(-c2nc3ccccc3[nH]2)cn1)N1CCN(C(=O)c2ccco2)CC1	-4	1	-2	16	103	102	43	0	3	0	103
Cc1cc(=O)oc2cc(OCCSCCN3CCCC3)ccc12	·	·	·	-3	94	99	-9	·	·	·	?
COc1ccc(/C=C/C(=O)OCC(=O)c2c(C)[nH]c3ccccc23)cc1OC	0	0	0	-7	103	100	9	-6	-1	1	100
CC1CC(C)CN(S(=O)(=O)c2ccc(Oc3ccc([N+](=O)[O-])cc3)cc2)C1 (configuration not stated)	-2	-5	-3	-6	103	100	13	-3	-7	-10	106
CC(=O)Nc1nc(C2CC2)cc(-c2ccccc2)c1C#N	-6	0	-2	-19	99	104	-15	0	-2	-2	98
CCn1ccc(C(=O)Nc2ccccc2Cl)n1	-4	1	-4	-2	100	98	10	1	1	1	102
O=c1[nH]c2ccccc2cc1-c1nnn(-c2ccc(F)cc2)n1	2	-5	1	-3	87	101	-5	-2	0	-4	90
CN(C)c1ccc(-c2cc([C@H]3[C@@H]4C=CCC[C@@]4(C)C(=O)N3Cc3ccccc3)ccc2F)cc1	·	·	·	-60	85	87	1	·	·	·	?
O=C(N/N=C/C=C/c1ccco1)/C(=C/c1ccccc1)NC(=O)c1ccccc1	-8	-3	-5	-13	100	99	18	-5	-3	-4	96
COCCN1C(=O)N[C@@H](c2ccc(Br)cc2)C(C(C)=O)=C1C	-3	-1	-5	6	101	103	9	-1	-1	-4	104
Cc1nnc(NC(=O)CSc2nc(CC(C)C)nc3c2c(=O)n(C)c(=O)n3C)s1	-3	-1	-10	-4	107	101	-7	-3	-1	-1	97
Cc1c(Cc2ccccc2)sc(NC(=O)C(C)(C)C)c1C(N)=O	6	-3	-19	-12	101	101	5	0	-1	-9	103
Cc1ccc(CN(CC2CCCO2)C(=O)CN2C(=O)C(C(C)C)Oc3ccccc32)o1 (configuration not stated)	1	1	0	-53	98	95	-9	0	1	1	100
O=C(N/C=N/O)C1=NOC(CNc2ncc(C(F)(F)F)cc2Cl)C1 (configuration not stated)	-1	-3	-2	11	97	96	10	-8	-1	-2	94
O=C(CNc1ccc(F)cc1)N/N=C/C1CC=CCC1 (configuration not stated)	-14	-6	-6	-75	112	108	-10	-4	-1	-3	116
CCn1cc(C(=O)O)c(=O)c2cc(F)c(N3CCN(C(=S)Nc4ccccc4OC)CC3)cc21	·	·	·	-88	103	102	-32	·	·	·	?
Cc1ccccc1OCc1nc(-c2cccnc2)no1	-3	0	-2	7	100	101	8	-3	0	1	102
COc1ccc(C(=O)Cn2nnc(-c3ccccc3-n3cnnn3)n2)cc1	-11	-1	-6	24	104	105	-7	-4	0	-4	104
COc1ccc(C)c(NC(=O)C2CC(=O)NC3=C2C(=O)CCC3)c1 (configuration not stated)	4	7	0	-53	95	99	-3	0	2	4	92
O=C(OCCN1CCCCC1)c1ccccc1Cl	-1	0	1	-5	106	107	24	-1	0	2	107
COc1ccc(C(=O)CSc2n[nH]c(=O)[nH]c2=O)cc1	-7	0	-5	-12	93	97	1	-4	0	-2	?
CCc1ccccc1N(CC(=O)Nc1cccc(N(C)S(C)(=O)=O)c1)S(C)(=O)=O	-13	1	-9	-5	102	106	14	-9	-3	-6	104
O=C(Nc1ccccc1C(=O)N1CCCCC1)NC1CCCCC1	-6	0	-3	-29	99	103	-14	0	0	-2	101
Fc1ccc(NC(=S)NC2CC3CCCC(C2)N3Cc2cccs2)cc1 (configuration not stated)	1	-4	-2	-77	109	113	-1	-2	-4	-5	108
Cc1ccc(S(=O)(=O)NN2C(=O)c3ccccc3NC2c2ccccn2)cc1 (configuration not stated)	-8	0	-3	-11	99	104	2	-3	-4	-3	96
Cc1ccc(-c2cc3c(n2-c2ccc(C(=O)O)cc2)CCCC3=O)cc1	-1	-3	-2	-12	96	99	0	-8	-3	-3	99
Cc1c(N2C(=O)c3ccc4c5c(ccc(c35)C2=O)CC4)c(=O)n(-c2ccccc2)n1C	3	5	58*	-26	88	89	96*	17	0	4	83
O=C(NCC(c1ccco1)N1CCCC1)c1ccccc1F (configuration not stated)	-4	-3	-5	-16	107	112	-3	1	-7	-6	103
COC(Cn1c2c(c3cc(C)ccc31)CCCC2NCc1ccccc1)OC (configuration not stated)	·	·	·	-22	101	101	7	·	·	·	?
COc1ccc(Cl)cc1-c1nc(N)nc(N(C)C)n1	2	0	-2	-30	98	99	0	1	-2	-1	102
CC(=O)c1cccc(NC(=O)NNC(=O)CCC(=O)Nc2ccc(C)c(C)c2)c1	5	0	-1	-10	100	100	5	-4	-4	-2	99
Cc1oc2c(c(=O)c1C)C(=O)CC(c1ccccc1)C2 (configuration not stated)	-13	2	-6	-17	92	100	8	-11	-2	2	101
O=C(CCS(=O)(=O)c1ccc(Br)cc1)Nc1ccccn1	0	-3	-6	-4	103	96	21	-5	-2	-3	103
O=C1CCC(=O)N1c1ccc(NCCc2cccc(F)c2)c([N+](=O)[O-])c1	-1	0	-3	-8	100	102	-1	0	-1	0	99
CC1=NC(C)Cc2ccccc21 (configuration not stated)	3	2	4	-26	101	108	1	1	0	4	100
COC(=O)c1sccc1NC(=S)Nc1cccc(F)c1	·	·	·	-43	105	101	1	·	·	·	?
COc1ccc(-c2nnc(SCC#CCO)o2)cc1OC	-7	5	-9	-11	93	96	3	-3	-1	-10	93
C=C(C)C(=O)Nc1cccc(C2=NOC3(C2)C[C@@H](C(N)=O)N(C(=O)/C=C/CC)C3)c1 (some centres not stated)	·	·	·	-155	100	103	3	·	·	·	?
Cc1onc(-c2ccccc2)c1C(=O)NC(=S)NNC(=O)c1ccncc1	-11	-5	-12	-56	103	100	-37	-7	-4	-7	103
Cn1c(=O)c2c(ncn2CC(=O)N/N=C/C=C/c2ccccc2)n(C)c1=O	-3	-5	-8	-8	93	95	-4	-4	-7	-8	93
COCC(C)NS(=O)(=O)c1ccc(NC(=O)c2ccccn2)cc1 (configuration not stated)	·	·	·	-8	98	98	19	·	·	·	?
O=C(c1ccccc1)c1ccc2nc[nH]c2c1	-10	1	-8	8	98	100	31	-11	0	-10	96
O=C(COC(=O)c1ccc(F)c(S(=O)(=O)N2CCCCC2)c1)NCc1ccc(F)cc1	-2	0	-2	-12	100	100	7	-1	-2	-4	101
O=C(c1ccccc1)N1N=C(c2ccccc2)CC1c1ccccc1[N+](=O)[O-] (configuration not stated)	-11	-1	-5	-10	98	104	9	-5	0	-2	98
COc1ccc(N2CC(C(=O)OC(C)C(=O)c3ccccc3)CC2=O)cc1 (configuration not stated)	-2	0	0	9	99	99	14	0	0	-1	94
O=C(NCc1ccccc1Cl)C1CCCN(c2nc3ccsc3c(=O)s2)C1 (configuration not stated)	5	2	1	-11	103	102	1	0	0	1	?
More compounds:
SMILES	Bfl-1 Bim block	Bim-Bcl-W	Bim-Bcl-B	Mcl1 Bid PPI	RGS4-Gao reg	RGS8-Gao reg	Mcl1-Noxa inh	Bcl-2 Bim block	Bim-Mcl-1	Bcl-XL Bim block	RGS7-Gao
O=C(CC1SC(=O)N(Cc2ccccc2)C1=O)Nc1nccs1 (configuration not stated)	-3	-14	-34	23	101	102	0	-8	-15	-18	104
Cc1cc(C)c2c(CC(=O)N(CCC#N)Cc3cccnc3)coc2c1	0	0	-1	2	98	100	1	2	-1	-1	95
C/C=C/C=C/C(=O)Nc1cccc(C2=NOC3(C2)C[C@H](C(N)=O)N(C(=O)CC(c2ccccc2)c2ccccc2)C3)c1 (some centres not stated)	·	·	·	-2	100	99	-10	·	·	·	?
CCC(C)c1ccccc1NC(=O)COC(=O)c1ccc(C)c(NC(=O)c2ccco2)c1 (configuration not stated)	-8	7	1	-37	96	104	4	0	4	-1	99
COCCSc1ccccc1C(=O)N1CCN(c2ccccc2)CC1	-7	-2	-15	-16	101	101	13	-6	-1	-9	?
O=[N+]([O-])c1cccc(N=NN(CCO)c2cccc([N+](=O)[O-])c2)c1	-1	4	0	-31	86	86	6	-3	-4	-6	91
C/C(=N\O)c1ccc2c(c1)CC(C)O2 (configuration not stated)	·	·	·	-15	100	101	20	·	·	·	?
O=c1cc(CSc2ccccc2)nc(-c2ccncc2)[nH]1	6	-2	0	-19	102	98	24	0	0	-1	?

Assay outcomes (PubChem BioAssay)
